Bioassay records deposited in PubChem by several laboratories.
eLon inh: inhibits E. coli Lon protease | P0A9M0 | purified E. coli Lon protease, fluorescence polarization | inhibition, % at 7.94 µM | hit rate 0.42% among 360,000; in the data active = inhibition above about 13%, passing the limit was not always enough;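 note: 0% = enzyme with probe and DMSO and 100% = no enzyme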
bovine MsrA act: activators of bovine methionine sulfoxide reductase A; purified bovine MsrA, absorbance read-out; activation, % at 10.6 µM; hit rate 0.3% among 360,000; in the data active = activation above about 7.5%;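 note: 0% = vehicle and 100% = reference activator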
Neddyl block: inhibitors of human cullin neddylation | TR-FRET cullin neddylation, biochemical | hit rate 0.58% among 360,000 | calls only at 25 µM | P61081+Q13564; in the data active = inhibition above about 36%
Target sequence (P61081 whole entry, looked up): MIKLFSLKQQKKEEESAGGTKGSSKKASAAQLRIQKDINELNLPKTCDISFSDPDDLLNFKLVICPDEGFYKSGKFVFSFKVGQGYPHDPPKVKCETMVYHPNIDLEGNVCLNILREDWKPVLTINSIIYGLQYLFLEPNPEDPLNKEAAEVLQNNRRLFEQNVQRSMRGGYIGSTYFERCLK
Target sequence (Q13564 whole entry, looked up): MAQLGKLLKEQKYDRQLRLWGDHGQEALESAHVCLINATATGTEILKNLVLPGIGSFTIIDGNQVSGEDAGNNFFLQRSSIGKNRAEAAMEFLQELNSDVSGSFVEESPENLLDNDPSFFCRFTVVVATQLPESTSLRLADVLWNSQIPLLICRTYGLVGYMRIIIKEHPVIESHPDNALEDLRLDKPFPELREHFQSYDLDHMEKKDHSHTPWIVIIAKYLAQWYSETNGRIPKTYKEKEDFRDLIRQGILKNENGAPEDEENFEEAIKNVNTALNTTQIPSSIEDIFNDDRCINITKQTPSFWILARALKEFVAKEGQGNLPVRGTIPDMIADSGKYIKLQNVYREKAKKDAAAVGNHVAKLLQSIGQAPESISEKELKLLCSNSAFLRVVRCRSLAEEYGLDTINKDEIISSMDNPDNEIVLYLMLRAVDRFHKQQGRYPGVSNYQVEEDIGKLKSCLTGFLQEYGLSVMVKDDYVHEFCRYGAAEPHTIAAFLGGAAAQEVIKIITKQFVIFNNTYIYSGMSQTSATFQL
MsrA inh: inhibits bovine methionine sulfoxide reductase A; purified bovine MsrA, absorbance read-out; inhibition, % at 15.5 µM; hit rate 0.75% among 360,000; AID 651718; in the data active = inhibition above about 4.5%;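 note: 0% = vehicle wells with enzyme and 100% = reference inhibitor wells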
MT1-MMP act inh: MT1-MMP (human) activation inhibition; hit rate 0.061% among 360,000; P50281; GFP/RFP ratio change, % at 20 µM; HT1080 RFP-PRO-GFP cells, GFP/RFP ratio fluorescence, overnight; percent of plate control window, DMSO zero;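 active = GFP/RFP ratio change of at least 30% with cell ATP level not reduced by more than half and red fluorescence within 50% of control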; note: strong numbers were not always called active
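Assay system: HT1080 RFP-PRO-GFP cells. Benchmarks: DMSO vehicle wells and RFP-L50D-GFP reporter cell wells. Times: overnight cell settling, then overnight compound exposure, 37 °C, 5% CO2. Compound: 20 µM single dose, 1% DMSO. Read-out basis: GFP/RFP fluorescence ratio.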
CendR NRP1 mod: NRP-1/CendR interaction modulation; hit rate 0.85% among 360,000; inhibition, % at 25 µM; O14786; FAM-RPARPAR peptide binding to NRP-1, fluorescence polarization;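 active = inhibition or corrected inhibition above about 18%, plus a signal ratio from 0.5 to 1.5, limit read from the data, passing the limit was not always enough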; note: strong numbers were not always called active
SKN-1 block: inhibitors of C. elegans SKN-1 | C. elegans VP596 Pgst-4::GFP/RFP ratio, acrylamide-induced, 24 h | inhibition, % at 21.8 µM | hit rate 0.49% among 360,000 | AID 624304;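 active = interference check ratio from 0.5 to 1.5 plus GFP to RFP signal ratio inhibition reaching or exceeding a fixed threshold, cut at about 30% in these data, passing the limit was not always enough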; note: some compounds called inactive have numbers as strong as hits
FAS TE block: blocks the thioesterase domain of human fatty acid synthase; recombinant FAS-TE, OMFH fluorogenic substrate, fluorescence endpoint; inhibition, % at 15 µM; hit rate 0.67% among 360,000; AID 602261;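 active = compounds whose normalised, plate-corrected inhibition of enzyme fluorescence in the single-dose primary screen is 50% or more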;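 note: 0% = DMSO with enzyme and 100% = substrate without enzyme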
Rin1-Abl PPI inh: human Rin1-Abl interaction inhibition. P00519+Q13671. TR-FRET Rin1/Abl binding, biochemical. inhibition, % at 7.35 µM. hit rate 0.4% among 360,000. AID 588664; in the data active = inhibition above about 5%, passing the limit was not always enough
* marks the source's active call; other numbers are inactive results; i = inactive; / = not tested or not shown.

(1) CSc1nnc(-c2ccco2)c(-c2ccco2)n1
(2) O=C(NCc1ccc(F)cc1)c1cc(C2CCCCN2C(=O)CCCc2ccccc2)on1 (centres undefined)
(3) CCOC(=O)N1CCN(CC(c2ccccc2)c2ccccc2)CC1
(4) CCOC(=O)N1CCN(C(=O)CS(=O)(=O)c2cn(Cc3cccc(F)c3)c3ccccc23)CC1
(5) C[C@H](CO)N1C[C@H](C)[C@@H](CN(C)C(=O)NC2CCCCC2)Oc2ccc(NS(=O)(=O)c3cccs3)cc2C1=O
(6) COc1ccc(S(=O)(=O)NCC(c2ccc3c(c2)OCO3)N2CCN(C)CC2)cc1OC (centres undefined)

Assay by compound	1	2	3	4	5	6
eLon inh	20	-14	-1	-1	-5	5
bovine MsrA act	-8	-3	-3	-2	3	-5
Neddyl block	i	i	i	i	i	i
MsrA inh	2.3	0.0	-0.1	-0.1	0.3	-0.1
MT1-MMP act inh	1	-1	-1	8	3	0
CendR NRP1 mod	29*	49*	9	-3	4	-2
SKN-1 block	-10	7	25	11	8	7
FAS TE block	-4	16	7	-6	-5	-2
Rin1-Abl PPI inh	1	3	6	3	0	1

(7) O=C(COc1ccc2c3c(c(=O)oc2c1)CCCC3)N1C[C@H]2C[C@@H](C1)c1cccc(=O)n1C2
(8) Cc1ccc(OCc2nc3ccccc3[nH]2)cc1
(9) CCn1cc2c(c1-c1cccc(C)c1)c(=O)n(C)c(=O)n2C
(10) CC1CSc2n(-c3cccc(C(F)(F)F)c3)cc(-c3ccccc3)[n+]21 (centres undefined)
(11) CCCCCc1cc(=O)oc2c(C(CCN3CCCCC3)c3ccc4c(c3)OCO4)c(OC)cc(OC)c12 (centres undefined)
(12) Cc1c(C(=O)Nc2cccc3cccnc23)oc2ccccc12

Assay by compound	7	8	9	10	11	12
eLon inh	-2	3	-9	6	3	-10
bovine MsrA act	-3	-8	-3	-3	-2	-2
Neddyl block	i	i	i	i	i	i
MsrA inh	1.6	-0.3	-1.6	-0.9	-0.4	-0.8
MT1-MMP act inh	0	1	3	-7	3	7
CendR NRP1 mod	0	3	-2	8	8	-2
SKN-1 block	9	11	-11	2	-2	13
FAS TE block	-2	-3	-7	-4	18	5
Rin1-Abl PPI inh	-2	-2	4	3	2	2

(13) Cc1nn(CC(=O)NCCCN2CC(C)CC(C)C2)c(=O)c2cccn12 (centres undefined)
(14) O=C1N[C@@H](Cc2ccccc2)COC(=O)[C@@H](Cc2ccc(F)cc2)C/C=C\C[C@@H]1CC(=O)N(CCO)Cc1ccccc1
(15) CCCCNC(=O)c1onc(CSc2cccc(OC)c2)c1C(=O)O
(16) NC(Cc1ccc(Cl)cc1)c1csc(NC(=O)NCCc2ccccc2)n1 (centres undefined)
(17) Cc1cc(C(=O)COC(=O)Cc2ccc(Cl)cc2)c(C)n1C
(18) Cc1nonc1NC(=O)CSc1nc(C2CCCCC2)nc2ccccc12

Assay by compound	13	14	15	16	17	18
eLon inh	-3	5	-13	2	-1	-4
bovine MsrA act	0	-13	-3	-2	-9	-3
Neddyl block	i	i	i	i	i	i
MsrA inh	0.5	0.3	-0.9	1.7	-1.3	-0.6
MT1-MMP act inh	1	-2	7	-5	3	-6
CendR NRP1 mod	7	-2	-6	-4	11	-2
SKN-1 block	11	7	-12	-8	13	35
FAS TE block	-6	14	-6	6	8	13
Rin1-Abl PPI inh	-1	3	0	6	3	0

(19) CSc1ccccc1C(=O)C1CCCN(C(=O)c2csnn2)C1 (centres undefined)
(20) CC(=O)NCC1CCCN(C(=O)c2ccc(OC3CCN(Cc4ccccn4)CC3)cc2)C1 (centres undefined)
(21) CN(Cc1cccc(F)c1)C(=O)Cc1ccc(S(=O)(=O)N2CCOCC2)s1
(22) Cn1ncc([N+](=O)[O-])c1C(=O)Nc1ccc2c(c1)OCCO2
(23) CCN(CC(=O)Nc1ccc(NC(C)=O)cc1)C(=O)/C=C/c1cccs1
(24) CSC1=C(C#N)C(c2ccc(C)s2)CC(=O)N1 (centres undefined)

Assay by compound	19	20	21	22	23	24
eLon inh	-10	-6	0	-4	-3	2
bovine MsrA act	-4	-2	-2	-2	-1	-3
Neddyl block	i	i	i	i	i	i
MsrA inh	0.5	-1.0	-0.8	-1.0	1.2	-0.9
MT1-MMP act inh	-1	-1	-2	-6	-1	2
CendR NRP1 mod	-19	7	-10	15	7	-6
SKN-1 block	4	-7	19	24	-1	1
FAS TE block	-2	-6	-2	-10	-12	-6
Rin1-Abl PPI inh	2	-1	1	-3	-9	-4

Four records drawn at random from the list so far, as already listed:
(23) CCN(CC(=O)Nc1ccc(NC(C)=O)cc1)C(=O)/C=C/c1cccs1
(8) Cc1ccc(OCc2nc3ccccc3[nH]2)cc1
(19) CSc1ccccc1C(=O)C1CCCN(C(=O)c2csnn2)C1 (centres undefined)
(7) O=C(COc1ccc2c3c(c(=O)oc2c1)CCCC3)N1C[C@H]2C[C@@H](C1)c1cccc(=O)n1C2

Assay by compound	23	8	19	7
eLon inh	-3	3	-10	-2
bovine MsrA act	-1	-8	-4	-3
Neddyl block	i	i	i	i
MsrA inh	1.2	-0.3	0.5	1.6
MT1-MMP act inh	-1	1	-1	0
CendR NRP1 mod	7	3	-19	0
SKN-1 block	-1	11	4	9
FAS TE block	-12	-3	-2	-2
Rin1-Abl PPI inh	-9	-2	2	-2

New compounds follow
(25) N#Cc1cnc2nc(SCc3ccccc3)nn2c1
(26) NC(=O)NC(=O)CN1C(=O)NC(c2ccccc2)(c2ccccc2)C1=O
(27) C[C@H](CO)N1C[C@H](C)[C@@H](CN(C)Cc2ccc(Cl)c(Cl)c2)Oc2c(NS(=O)(=O)c3cccs3)cccc2C1=O
(28) COc1cc(/C=C2\CCC(C3CCCC3)C2=O)cc(OC)c1OC (centres undefined)
(29) Cc1ccc(NS(=O)(=O)c2cccc(C(=O)NCC(c3cccs3)N(C)C)c2)cc1 (centres undefined)
(30) CCOc1ccccc1NC(=O)C(Sc1nnnn1C)c1ccccc1 (centres undefined)

Assay by compound	25	26	27	28	29	30
eLon inh	-10	4	18	-3	5	10
bovine MsrA act	-4	-2	-12	-3	1	-1
Neddyl block	i	i	i	i	i	i
MsrA inh	2.5	1.4	-1.6	0.1	-0.7	-0.5
MT1-MMP act inh	-2	3	7	3	-6	-4
CendR NRP1 mod	-14	3	-2	10	4	0
SKN-1 block	9	11	10	0	-11	-4
FAS TE block	-6	-5	10	14	1	3
Rin1-Abl PPI inh	1	-3	0	2	2	2

(31) CC(C)CN(C(=O)c1cc(Cl)nc2ccccc12)c1c(N)n(Cc2ccccc2)c(=O)[nH]c1=O
(32) O=C(Cc1cccc(NC(=O)C2CCCN(C(=O)C3CCCC3)C2)c1)Nc1cccc(C(=O)N2CCCCC2)c1 (centres undefined)
(33) C=CCSc1nc(C)c(Cc2cccc3ccccc23)c(=O)[nH]1
(34) CCCCC(=O)NC(=O)NC(c1ccccc1)c1ccccc1
(35) COc1cc(OC)c(OC)cc1/C=C1\CCC/C(=C\c2cc(OC)c(OC)cc2OC)C1=O
(36) O=C1CSC(=S)N1N=C1CCCCCC1

Assay by compound	31	32	33	34	35	36
eLon inh	0	-14	2	1	-35	-19
bovine MsrA act	-2	-4	-1	-3	-4	-3
Neddyl block	i	i	i	i	i	i
MsrA inh	-0.1	-0.6	1.9	-1.1	0.2	-0.2
MT1-MMP act inh	1	3	-4	6	-48	0
CendR NRP1 mod	-2	4	4	2	-142	-7
SKN-1 block	-6	-10	9	-7	21	-15
FAS TE block	-5	-8	6	14	6	-6
Rin1-Abl PPI inh	1	-1	2	0	-2	2

(37) Cc1nc2c([nH]1)C1(CCN(Cc3ccccc3)CC1)C(C#N)=C(N)O2
(38) Cc1nn2c(COc3ccc(NC(=O)c4ccccc4)cc3)nnc2c2ccccc12
(39) CCOC(=O)N1CCN(C(=O)Cn2ncc3c2-c2ccccc2OC3)CC1
(40) CN(Cc1ccccc1)C(=O)c1ccccc1C(=O)OCC(=O)N(Cc1ccccc1)C(C)(C)C
(41) CCCCN(C(=O)CSc1nc2ccccc2s1)c1c(N)n(CCCC)c(=O)[nH]c1=O
(42) Cc1ccc(CN2CC(C(=O)OCc3ccccc3Cl)CC2=O)cc1 (centres undefined)

Assay by compound	37	38	39	40	41	42
eLon inh	10	0	1	4	-13	-5
bovine MsrA act	-4	-5	-13	-2	-1	0
Neddyl block	i	i	i	i	i	i
MsrA inh	0.7	0.1	0.9	1.0	-0.2	0.9
MT1-MMP act inh	-12	-3	1	-9	-10	-3
CendR NRP1 mod	-13	2	-6	-13	1	2
SKN-1 block	21	-12	-12	4	14	1
FAS TE block	-8	7	-8	17	-4	7
Rin1-Abl PPI inh	-3	4	3	1	1	4

(43) COC(=O)COc1ccc2c(c1)O/C(=C\c1cccc([N+](=O)[O-])c1)C2=O
(44) Cc1cc(Cl)ccc1OCC(=O)Nc1ccncc1
(45) C/C(=N\NC(=O)c1ccc([N+](=O)[O-])cc1)c1c(O)cc(C)oc1=O
(46) CC(=O)N1N=C(C)CC1c1ccc(OCc2ccccc2)cc1 (centres undefined)
(47) O=C(c1cccc(NS(=O)(=O)c2ccccc2)c1)N1CCN(c2ccccc2)CC1
(48) Cc1c(C)[n+](=O)c(-c2ccc(F)cc2)c(C)n1[O-]

Assay by compound	43	44	45	46	47	48
eLon inh	-10	-1	-7	-6	2	-2
bovine MsrA act	-1	1	-3	-5	0	-3
Neddyl block	i	i	i	i	i	i
MsrA inh	-0.5	0.7	-0.9	-0.8	-0.5	0.6
MT1-MMP act inh	0	-6	3	3	7	-1
CendR NRP1 mod	6	-5	6	-4	-2	7
SKN-1 block	-2	0	-3	-1	6	4
FAS TE block	15	-3	4	-15	6	-8
Rin1-Abl PPI inh	-2	-1	3	-1	4	1

(49) COc1cc(C2C(C#N)=C(N)OC3=C2C(=O)CCC3)c([N+](=O)[O-])cc1OC (centres undefined)
(50) CSc1ccc(Cn2c(C)c(C(=O)NCc3ccc(F)cc3)sc2=O)cc1
(51) CCCc1nnc(NC(=O)COc2ccc3c(c2)OCO3)s1
(52) Cc1cccc(NC(=S)N/N=C2\CC(C)(C)Oc3ccc(O)cc32)c1
(53) CNCc1cc(Br)c(OCC(=O)Nc2ccccc2OC)c(OC)c1
(54) O=[N+]([O-])c1ccc(N2CCN(S(=O)(=O)c3ccccc3)CC2)cc1NCc1cccnc1

Assay by compound	49	50	51	52	53	54
eLon inh	50*	-2	10	3	-6	3
bovine MsrA act	-2	-1	-1	-3	-2	-7
Neddyl block	i	i	i	i	i	i
MsrA inh	1.1	1.6	1.2	1.6	0.4	9.1*
MT1-MMP act inh	-80	0	2	1	-2	1
CendR NRP1 mod	-20	-3	1	-1	4	9
SKN-1 block	9	11	8	7	-12	-7
FAS TE block	-28	22	-7	2	-14	10
Rin1-Abl PPI inh	-2	-1	-1	-6	2	-10

(55) Cc1cccc2[nH]c3c(N4CCC5(CC4)OCCO5)ncnc3c12
(56) O=C(NCc1ccccc1)C(c1ccc(C(F)(F)F)cc1)N1CCN(CCN2CCOCC2)CC1 (centres undefined)
(57) Cc1ccc(NC(=S)NCc2ccco2)c(C)c1
(58) CCOc1ccc(NC(=S)Nc2cccc3ccccc23)cc1
(59) O=C(NNC(=O)c1ccc(F)cc1F)c1ccc(-n2cnnn2)cc1
(60) N#Cc1nc(-c2ccc(OCc3ccc(Cl)cc3)cc2)oc1N1CCOCC1
(61) O=C(NCCc1nc2ccccc2[nH]1)c1cc([N+](=O)[O-])cc([N+](=O)[O-])c1
(62) CC(=O)Nc1ccc(S(=O)(=O)NCCSc2ccccn2)cc1

Assay by compound	55	56	57	58	59	60	61	62
eLon inh	0	/	1	-1	4	0	3	-8
bovine MsrA act	-4	/	-3	-5	0	-7	0	1
Neddyl block	/	i	i	i	i	i	i	i
MsrA inh	2.4	-1.3	-0.1	-0.5	-0.7	0.3	-0.7	-0.9
MT1-MMP act inh	5	-5	1	7	1	-2	2	-2
CendR NRP1 mod	-18	-2	4	-4	20	6	-13	19
SKN-1 block	0	8	3	2	4	-15	5	-4
FAS TE block	-6	/	-3	5	-2	-5	0	-7
Rin1-Abl PPI inh	-5	/	2	-1	-4	3	-1	-1
